# EPAC2 antag = blocks human EPAC2 exchange factor | Q8WZA2 | Potency, µM (series often up to 114 µM), for inactives: top-dose activity, negative = inhibition, actives largely listed as inhibitors | 360,000 tested, 0.18% active | AID 720708 | EPAC2 GEF exchange of Rap1B-BODIPY-GDP, fluorescence; note: potency is the fitted concentration of half-maximal effect; % is set by controls: 0 for no effect and ±100 for the full control effect; nearly all actives have a fitted effect of over 45% in size; many of its hits are not listed in these tables
# Target sequence (Q8WZA2 whole entry, looked up): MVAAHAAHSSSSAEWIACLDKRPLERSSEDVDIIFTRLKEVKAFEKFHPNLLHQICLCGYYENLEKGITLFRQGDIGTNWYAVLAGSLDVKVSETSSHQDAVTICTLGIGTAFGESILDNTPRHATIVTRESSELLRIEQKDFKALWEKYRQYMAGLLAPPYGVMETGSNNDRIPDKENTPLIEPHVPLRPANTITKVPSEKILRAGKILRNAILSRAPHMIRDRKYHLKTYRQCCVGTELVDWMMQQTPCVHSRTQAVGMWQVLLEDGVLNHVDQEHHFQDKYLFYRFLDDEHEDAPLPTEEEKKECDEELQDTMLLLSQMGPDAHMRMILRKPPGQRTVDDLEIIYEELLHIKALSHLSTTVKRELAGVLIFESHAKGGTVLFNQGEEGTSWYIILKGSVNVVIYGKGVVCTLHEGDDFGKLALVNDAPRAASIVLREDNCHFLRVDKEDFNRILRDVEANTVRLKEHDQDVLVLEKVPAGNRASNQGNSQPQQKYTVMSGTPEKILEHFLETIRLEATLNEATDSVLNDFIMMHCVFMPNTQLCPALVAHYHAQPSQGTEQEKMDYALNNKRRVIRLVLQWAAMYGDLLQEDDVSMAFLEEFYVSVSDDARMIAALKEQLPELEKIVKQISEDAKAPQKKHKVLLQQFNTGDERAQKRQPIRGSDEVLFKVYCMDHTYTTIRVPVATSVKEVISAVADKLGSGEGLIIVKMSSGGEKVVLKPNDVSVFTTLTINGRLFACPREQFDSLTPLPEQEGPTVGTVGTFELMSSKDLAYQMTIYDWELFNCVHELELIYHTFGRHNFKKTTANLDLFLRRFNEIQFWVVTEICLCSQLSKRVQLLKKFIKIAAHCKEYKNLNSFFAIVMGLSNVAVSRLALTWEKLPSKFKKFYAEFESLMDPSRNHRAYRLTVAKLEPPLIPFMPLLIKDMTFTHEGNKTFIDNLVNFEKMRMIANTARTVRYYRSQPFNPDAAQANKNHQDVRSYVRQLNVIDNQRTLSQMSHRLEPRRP
# D3 ag = D3 dopamine receptor (human) agonism. P35462. D3R DiscoveRx beta-arrestin cells, luminescence, 90 min. AID 652048. 410,000 tested, 0.58% active. max activation, %; in the data active = max activation above about 30%; note: 0% is about no effect; mostly tested at two doses, the higher about 12 µM
#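 Cells at 1500/well, incubated overnight, then treated with pinned compounds (dopamine as control) for 90 min at 37 degrees C. DiscoveRx reagent added for 30 - 60 minutes at room temperature; luminescence read.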
# pAkt inh = inhibitors of Akt phosphorylation; activity change, % for hits at 50 µM; 360,000 tested, 0.32% active; Neuro2A IGF-stimulated pAkt S473 HTRF, 20 min; active compounds read low; in the data active = activity change below about -80%; inconclusive = mostly about -51% to -80%; note: % is set by controls: 0 for no effect and ±100 for the full control effect
#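 Neuro2A cells in DMEM with 0.5% FBS, overnight at 37 deg C, given compound at single 50 µM final, then IGF (6 nM final) for 20 min at 37 deg C. Lysed; phospho-Akt Ser473 by HTRF after 24 h, 665/615 ratio.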
# MmCpn inh = blocks the Methanococcus maripaludis chaperonin Mm-Cpn; purified Mm-Cpn ATPase, ADP Transcreener TR-FRET; Potency, µM (series often up to 76.9 µM), for inactives: top-dose activity, negative = inhibition, hits mostly inhibitors; 330,000 tested, 0.031% active; AID 504842; note: potency is the fitted concentration of half-maximal effect; % is set by controls: 0 for no effect and ±100 for the full control effect; nearly all actives have a fitted effect of over 80% in size
#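 ATP (10 uM final) was added to archaeal chaperonin (25 nM final) after 10 min exposure to test compound at 37°C; after 30 min further incubation, ADP was detected by competitive TR-FRET.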
# PTHR1 ag = agonists of human PTHR1 parathyroid hormone receptor; HEK293 GP2 PTHR1 cells, GloSensor cAMP luminescence, 1 h; 410,000 tested, 0.075% active; Q03431; Potency, µM (doses to about 115 µM), for the others: top-dose activation, hits mostly activators; note: potency is the fitted concentration of half-maximal effect; nearly all actives have a fitted effect of over 55% in size; some results filed as inactive show a strong effect at the top dose; inactives centre near -15; many of its hits are not listed in these tables
#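 HEK-293-derived GP2 cells expressing PTHR1 and a GloSensor cAMP reporter, 3,000/well, plated overnight, given luciferin plus IBMX (each 0.5 mM as added) for 1 h at 37 °C, then compound for 1 h at 37 °C. Luminescence was read after 15 min at room temperature.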
# CCT modulator = modulators of cytosolic chaperonin (CCT/TRiC) activity; purified chaperonin ATPase assay, HTRF ADP detection, 30 min; activity change, % (test concentration not listed), hits read low; 360,000 tested, 0.3% active; AID 651819; in the data active = activity change below about -30%; note: % is set by controls: 0 for no effect and ±100 for the full control effect
#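 We incubate TRiC, 40 or 20 nM final, with library compounds at 76 uM and 10 uM ATP for 30 min at 37 °C. ADP formed is detected with Transcreener HTRF reagents after 30 min at room temperature.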
# DRD3 antagonist = D3 dopamine receptor (human) antagonism; max response, negative = inhibition, %; 360,000 tested, 2.5% active; AID 652054; D3R cells, DiscoveRx beta-arrestin luminescence, antagonist mode; active compounds read low; P35462; in the data active = max response below about -50%; inconclusive = no clear call, values can overlap the other calls; note: % is set by controls: 0 for no effect and ±100 for the full control effect; mostly tested at two doses, the higher about 12 µM
#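 Cells expressing the human receptor were seeded at 1500 cells/well, incubated overnight at 37 degrees C in 5% CO2, then exposed to library compounds with dopamine controls for 90 minutes at 37 degrees C before luminescent detection.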
# EPAC2 ag = EPAC2 (human) agonism. Q8WZA2. Potency, µM (titrated, usually from 154 µM), for inactives: top-dose activation, most hits filed as activators. EPAC2 activation, biochemical qHTS; response scale: 100% = 6.5 mM cAMP response. 360,000 tested, 0.079% active; note: potency is the fitted concentration of half-maximal effect; nearly all actives have a fitted effect of over 50% in size
#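 qHTS, titration series. 100 nM EPAC2 / 250 nM Rap1B-BODIPY-GDP / 50 uM GDP; RT; ex 480/em 540 nm, 5-min reads to 30 min. Norm. to 6.5 mM cAMP = activation.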
# Numbers without * were called inactive; i = inactive; ? = inconclusive; . = not tested or not shown; & = joins results of further samples; [ ] = another dose, or the depositor's remark. Unless noted, calls come from the whole dose curve; as a rule, active = well fitted curve in the direction sought with a large enough effect; inconclusive = small, poorly fitted or top-dose-only effect, or another doubt; inactive = no such curve, though single readings can be large; an effect the other way counts as inactive or inconclusive. Only part of the results is shown (hit frequency here may not be typical).
SMILES,EPAC2 antag,D3 ag,pAkt inh,MmCpn inh,PTHR1 ag,CCT modulator,DRD3 antagonist,EPAC2 ag
Cc1ccccc1NC(=S)N1CCN(Cc2ccc3c(c2)OCO3)CC1,4%,-3,i,0%,-1%,-3.2,-25,-4%
CNc1cncc(-c2cccc(C(=O)N(C)C)c2)n1,3%,5,i,.,-7%,-3.7,16,12%
CCC(=O)Nc1c(-c2ccc(C)cc2)c(=O)c2ccccc2n1C,3%,9,i,-1%,i,0.4,15,7%
COc1ccc(C2=NOC(Cn3nc(-c4ccccc4)cc3C(=O)NCc3ccc(C)cc3)C2)cc1 (stereo not given),-4%,5,i,-3%,i,-4.7,42,4%
CCN(C(=O)COC(=O)CCC(=O)c1cccs1)c1c(N)n(Cc2ccccc2)c(=O)[nH]c1=O,6%,2,i,-4%,i,-2.1,-15,2%
COc1ccc(Oc2cccc(Cl)c2CNC(=O)CC(C)(C)CC(=O)O)cc1,4%,-3,i,-1%,3%,-0.9,2,3%
O=C1C=C(c2cccc(CO)c2)C[C@@H](c2ccc3c(c2)OCO3)C1,-6%,6,i,-1%,-20%,-0.6,-28,14%
CCNC(=O)c1ccccc1CCc1ccccc1,13%,-4,i,2%,-13%,0.8,4,1%
COCCCNc1nc2nonc2nc1N(C)CC1CCCN1C (stereo not given),4%,2,i,-1%,2%,-2.2,-16,4%
COc1ccc2cc(C#N)c(Nc3cccc(F)c3)nc2c1,-12%,4,i,-18%,-1%,0.8,-27,3%
COc1ccc(Nc2nc(C)nc3c2oc2ccccc23)c(OC)c1,1%,-3,i,-16%,i,1.8,72,2%
COc1cc(NC2c3ncccc3C(=O)N2Cc2ccco2)cc(OC)c1OC (stereo not given),4%,-9,i,-3%,i,-0.7,-4,11%
CC(=O)Nc1ccc(C2(c3ccc(NC(C)=O)cc3)NC(=O)c3ccccc32)cc1,11%,1,i,0%,-21%,1.3,-28,1%
C[C@@H]1CN([C@@H](C)CO)C(=O)CCCn2nncc2CO[C@H]1CN(C)S(=O)(=O)c1cn(C)cn1,14%,1,i,.,-10%,0.3,-13,-6%
CCc1c(C(=O)NNC(=S)NC2CCCCC2)csc1C,-4%,-7,i,1%,-18%,-1.1,-4,-8%

# Molecules from the list above with four or more nitrogen atoms (5):
SMILES,EPAC2 antag,D3 ag,pAkt inh,MmCpn inh,PTHR1 ag,CCT modulator,DRD3 antagonist,EPAC2 ag
CNc1cncc(-c2cccc(C(=O)N(C)C)c2)n1,3%,5,i,.,-7%,-3.7,16,12%
COc1ccc(C2=NOC(Cn3nc(-c4ccccc4)cc3C(=O)NCc3ccc(C)cc3)C2)cc1 (stereo not given),-4%,5,i,-3%,i,-4.7,42,4%
CCN(C(=O)COC(=O)CCC(=O)c1cccs1)c1c(N)n(Cc2ccccc2)c(=O)[nH]c1=O,6%,2,i,-4%,i,-2.1,-15,2%
COCCCNc1nc2nonc2nc1N(C)CC1CCCN1C (stereo not given),4%,2,i,-1%,2%,-2.2,-16,4%
C[C@@H]1CN([C@@H](C)CO)C(=O)CCCn2nncc2CO[C@H]1CN(C)S(=O)(=O)c1cn(C)cn1,14%,1,i,.,-10%,0.3,-13,-6%

# The list goes on:
SMILES,EPAC2 antag,D3 ag,pAkt inh,MmCpn inh,PTHR1 ag,CCT modulator,DRD3 antagonist,EPAC2 ag
Cc1cc(C)nc(SCc2nc3nc(C)cc(C)n3c2Br)n1,-4%,2,i,-3%,i,0.3,9,-1%
COc1cc(CCC(C)NCc2ccccc2)ccc1O (stereo not given),4%,32*,i,-1%,-6%,-1.0,-17,13%
CC(C)(C)NC(=O)c1ccc(NC(=O)C2COc3ccccc3O2)cc1 (stereo not given),4%,0,i,-1%,-9%,-1.8,20,2%
CCN(CC)S(=O)(=O)c1ccc(C(=O)Nc2nnc(-c3ccco3)o2)cc1,0%,-3,i,-6%,-23%,0.3,7,11%
COc1ccc(C)cc1Nc1n[n+](-c2ccccc2)c(-c2ccc(OC)c(OC)c2OC)s1,0%,-59,i,-2%,-48%[inhibitor],-0.8,?,5%
CCCCCN(C(=O)CN(C)Cc1ccc(OC)cc1OC)c1c(N)n(CCCC)c(=O)[nH]c1=O,-1%,-9,i,-6%,28%[57.5 µM],-4.7,8,-6%
CCC(C)c1ccc(NS(=O)(=O)c2c(C)[nH]c(=O)[nH]c2=O)cc1 (stereo not given),1%,-4,i,1%,-16%,-0.4,-14,4%
O=C(O)/C=C/c1cnc2ccccc2n1,-2%,11,i,1%,i,-1.3,2,-4%
CCOC(=O)C1(CCOC)CCN(C2C3CC4CC(C3)CC2C4)CC1 (stereo not given),0%,3,i,-1%,i,0.0,0,-1%
Cc1c(Cl)cccc1NC(=O)CNC(=O)C1CC(=O)N(CCc2ccccc2)C1 (stereo not given),-6%,-3,i,0%,-78%[inhibitor],-0.6,22,-4%
CCN(CC(=O)NCc1cccs1)CC(=O)Nc1ccc(C(N)=O)cc1,4%,-1,i,-3%,-10%,0.9,9,5%
Cc1nnc(NC(=O)c2cccc(S(=O)(=O)N3CCN(C)CC3)c2)s1,14%,-5,i,?,i,-1.4,8,3%
CCOc1cc(C(=O)N(CC)CC(=O)Nc2c(F)cccc2F)ccc1OCC(=O)N1CCCCC1,17%,5,i,3%,i,-11,14,-1%
Fc1ccc(-c2csc(N3CCSCC3)n2)cc1,1%,-3,i,-2%,-4%,-2.1,-2,10%
COc1ccc(-n2cc(-c3ccccc3)[nH]c2=S)c(OC)c1,-15%,-2,i,-6%,-24%,1.0,-11,-1%
COc1ccc(OC)c(N(CC(=O)Nc2cccnc2)S(C)(=O)=O)c1,7%,8,i,0%,-12%[57.5 µM],0.4,-15,3%
O=C(CSc1cccc[n+]1[O-])CSc1cccc[n+]1[O-],2%,-2,i,-2%,i,0.0,0,5%
S=C(Nc1ccccc1)N(CCN1CCOCC1)Cc1cccc(Cl)c1,-14%,-7,i,1%,-33%[inhibitor],-1.1,22,11%
COc1ccc(NC(=O)c2nc3ccccc3s2)cc1,-21%,-10,i,0%,-94%[inhibitor],-4.2,?,11%
COCCNC(=S)N(CCc1c(C)[nH]c2ccc(C)cc12)Cc1cc(OC)c(OC)c(OC)c1,-7%,-2,i,-5%,-14%,2.3,-1,19%
O=C(CNC(=O)c1ccccc1F)N/N=C/c1cc(Br)ccc1OCc1ccccc1,2%[57.1 µM],-7,i,1%,-13%,-0.2,-7,21%
C(=NOCCc1ccccc1)c1ccccn1,-4%,-1,i,.,-12%,-1.3,-11,11%
COc1ccc(NS(=O)(=O)/C=C/c2ccccc2)cc1,-17%,15,i,3%,i,-0.8,7,3%
O=C(CCCOc1ccc(Cl)cc1Cl)NNC(=O)c1ccc(NC(=O)c2ccccc2)cc1,-1%,3,i,2%,i,-2.2,10,-8%
CC(C)(C)OC(=O)N1CCC[C@H]1c1nnc(SCc2ccc(Cl)cc2Cl)o1,-24%,-1,i,.,-12%,-1.4,-15,1%
Cc1cc(/C(N)=N/OC(=O)c2ccc(Cl)cc2)no1,2%,-1,i,1%,-14%,1.2,23,4%
O=C1CCc2cc(S(=O)(=O)NC(Cc3ccccc3)C(=O)NC3CCCC3)ccc2N1 (stereo not given),-1%,-7,i,2%,-10%,1.0,-7,2%
CCn1c(C)c(C(C)=O)c(NCc2ccccc2)nc1=S,2%,1,i,0%,3%[57.5 µM],0.1,6,6%
CC(=O)Nc1ccc(S(=O)(=O)/N=C2\C(=O)c3ccccc3C([O-])=C2n2cc[n+](-c3ccccn3)c2)cc1,1%,-14,i,-2%,?,0.4,0,2%
O=C(Oc1cccc2cccnc12)c1ccc(Br)o1,5%,8,i,1%,i,-2.1,-21,15%
COc1cc(CNC(=O)c2ccc3c(c2)S(=O)(=O)c2ccccc2C3=O)cc(OC)c1,-8%,-5,i,.,-33%[inhibitor],-1.1,6,4%
O=C(NC1CCCCCC1)c1cc(S(=O)(=O)N2CCOCC2)ccc1F,18%,1,i,-1%,-4%,-0.6,-2,4%
O=C(CNC(=O)c1ccc(S(=O)(=O)N2CCCC2)cc1)N/N=C/c1ccccc1,11%,6,i,0%,i,0.3,13,-2%
Cc1ccc(N/N=C2\CS(=O)(=O)N(C)c3ccsc32)cc1,13%,-20,i,0%,?,0.8,?,8%
O=C(Cn1nnc(-c2ccccc2)n1)NNC(=O)c1cccc([N+](=O)[O-])c1,-4%,-8,i,1%,-7%,-5.5,-4,2%
CCOc1ccc(NC(=O)CC2C(=O)N(CC)C(=S)N2CCNC(C)=O)cc1 (stereo not given),11%,-3,i,0%,-18%,0.4,7,3%
Cc1ccc(S(=O)(=O)N(CC(=O)NCc2ccncc2)Cc2ccc(F)cc2)cc1,1%,2,i,1%,-10%,-4.5,-10,6%
COCCCNc1nc2cc(OC)c(OC)cc2c2nc(-c3ccccc3)nn12,3%,12&1,i,0%,-4%,-0.1,46,-9%
Cc1cccc(C)c1OCC(=O)NC(Cc1c[nH]c2ccccc12)C(=O)O (stereo not given),4%,-3&-6,i,-2%,-27%,-0.8,3,10%
CCOC(=O)/C(C#N)=C1/C=CN(c2ccc(C)cc2)C=N1,-1%,0,i,0%,i,-1.6,4,1%
CCOc1ccc(C2/C(=C(\O)c3ccc(OC)c(OC)c3)C(=O)C(=O)N2c2cc(C)on2)cc1OC (stereo not given),-2%,-1,i,-4%,i,1.5,-2,-3%
COc1ccc(CCCc2nnc(SCC(=O)NN)o2)c(C)c1,-5%,-4,i,-3%,i,0.1,9,4%
CCN(CC)c1ccc(NC(=O)CN2CCN(S(=O)(=O)c3cc(Cl)ccc3OC)CC2)cc1,-2%,6&-4,i,-1%,i,-0.7,-10,11%
Cc1cccc2sc(NC(=O)CCNC(=O)c3ccco3)nc12,-2%,-1,i,3%,-11%,0.4,-6,-4%
CCC(=O)Nc1ccc(S(=O)(=O)Nc2c(NC)c3ccccc3oc2=O)cc1,2%,3,i,2%,-10%,-1.6,6,3%
O=C(CN1CCCCC1)Nc1cccc(Cl)c1,3%,-22,i,1%,-25%,0.3,-12,8%
Cc1cc(C(=O)O)c(CSCc2cc(C(=O)O)oc2C)o1,-2%,-7,i,-2%,-8%[57.5 µM],-6.4,6,2%
O=C1c2ccccc2C(=O)N1c1cccc(-c2nc3ccccc3o2)c1,4%,-3,i,2%,-12%[57.5 µM],-0.4,?,-1%
CCC1=NN=C(c2ccc(F)cc2)C(c2c[nH]c3ccccc23)N1O (stereo not given),4%,0,i,2%,i,-1.8,6,-6%
